# All columns: NCI-60 one-dose screen, growth in % after 48 h at 10 µM unless noted; 100 = growth as untreated, 0 = no growth, -100 = all killed.
# SK-MEL-28: SK-MEL-28 melanoma; 81,000 compounds, 4.1% hits; AID 1794761
# BT-549: BT-549 breast cancer; 78,000 compounds, 4.4% hits
# MCF7: MCF7 breast cancer. 82,000 compounds, 6.3% hits. AID 1794796
# MDA-MB-231: MDA-MB-231 breast cancer. 81,000 compounds, 5% hits. AID 1794789
# T-47D: T-47D breast cancer. 79,000 compounds, 5% hits
# LOX IMVI: LOX IMVI melanoma; 79,000 compounds, 7.4% hits; AID 1794757
# MDA-MB-468: MDA-MB-468 breast cancer; 78,000 compounds, 8.5% hits; AID 2202374
# HS 578T: HS 578T breast cancer. 78,000 compounds, 4.1% hits
# * hit, by the source's call; · = not tested or not shown; [ ] = another dose, or the depositor's remark. Rule for the calls: active = growth percent below 10; inactive = the rest.
# Start of the data: the first five records (preview)
SMILES,SK-MEL-28,BT-549,MCF7,MDA-MB-231,T-47D,LOX IMVI,MDA-MB-468,HS 578T
COc1ccc2c(C3(c4c[nH]c5cc(OC)ccc45)C(=O)Nc4ccc(Cl)cc43)c[nH]c2c1,116.7,136.4,66.9,82.5,57.0,81.2,·,94.8
Nc1nc(SCc2ccccc2[N+](=O)[O-])c2ncn(C3OC(CO)C(O)C3O)c2n1 (stereo not drawn),107.7,116.8,86.7,103.7,97.6,92.8,91.6,93.8
Cc1ccc2c(C)coc2c1,105.1,115.6,100.6,91.7,87.8,99.7,126.1,107.7
NC(CCl)=NCC12CC3CC(CC(C3)C1)C2,55.3,1.2*,-29.1*,-15.8*,15.7,-33.6*,-31.3*,47.9
CCCCCCCCCCCCC(C(=O)OCC)C(=O)OCC,106.4,103.5,97.4,94.8,91.6,105.9,94.4,·

# Main list, from the start:
SMILES,SK-MEL-28,BT-549,MCF7,MDA-MB-231,T-47D,LOX IMVI,MDA-MB-468,HS 578T
COc1ccc2c(C3(c4c[nH]c5cc(OC)ccc45)C(=O)Nc4ccc(Cl)cc43)c[nH]c2c1,116.7,136.4,66.9,82.5,57.0,81.2,·,94.8
Nc1nc(SCc2ccccc2[N+](=O)[O-])c2ncn(C3OC(CO)C(O)C3O)c2n1 (stereo not drawn),107.7,116.8,86.7,103.7,97.6,92.8,91.6,93.8
Cc1ccc2c(C)coc2c1,105.1,115.6,100.6,91.7,87.8,99.7,126.1,107.7
NC(CCl)=NCC12CC3CC(CC(C3)C1)C2,55.3,1.2*,-29.1*,-15.8*,15.7,-33.6*,-31.3*,47.9
CCCCCCCCCCCCC(C(=O)OCC)C(=O)OCC,106.4,103.5,97.4,94.8,91.6,105.9,94.4,·
CC(=O)NNCc1ccccc1,115.3,101.6,103.5,103.3,97.4,86.3,105.9,105.7
COC(=O)c1c2c(c(C)[n+]([O-])c1C)C(=O)C(NCc1ccc(Cl)cc1)=CC2=O,95.7,77.9,35.9,48.7,37.5,45.8,39.8,92.2
CC(=O)O[C@@H]1CC[C@@]2(C)c3ccc(C(C)C)cc3CC[C@@H]2C1(C)C,109.3,124.7,122.3,106.7,103.0,103.0,108.5,100.1
COc1ccc(-c2ccc3c(cnn3C(=O)c3cc(OC)c(OC)c(OC)c3)c2)cc1,93.9,78.2,79.3,67.7,87.1,82.5,83.9,98.7
COc1cc2c(c(OC)c1OC)C(=O)CC(c1cccc(NC(=O)c3cc([N+](=O)[O-])ccc3Cl)c1)O2 (stereo not drawn),34.1,-11.0*,11.7,6.1*,23.6,·,-13.7*,15.1
COC1=C(C)C(=O)c2c(c(CCCl)c3n2CCC3OC(C)=O)C1=O (stereo not drawn),-32.0*,-48.2*,-39.9*,·,60.6,-34.8*,85.5,-22.9*
O=C(NN(C(=O)c1ccccc1)c1cccs1)c1ccccc1,115.5,98.0,110.2,93.4,94.9,93.7,103.0,104.0
COc1cc(-c2ccc3c(c2)NC(=O)/C3=C\c2ccc[nH]2)ccc1O,37.5,46.5,6.7*,66.4,35.2,-8.4*,16.6,53.9
Nc1ccc(-c2nnc3n2N=CC(c2ccccc2O)S3)cc1 (stereo not drawn),101.3,92.5,93.4,93.8,93.9,98.4,77.2,83.2
CCOC(=O)c1cc(C(=O)OCC)n2c1ccc1c3ccccc3ccc12,112.4,136.5,90.2,98.7,99.5,94.3,102.4,94.2
CCCN(CCC)CCCOC(=O)c1ccc(N)cc1,111.7,101.3,91.8,103.7,102.5,95.9,103.9,103.8
Nc1n[nH]c2cccc(C#Cc3cccc(NC(=O)c4cc(Cl)cc(Cl)c4)c3)c12,103.6,·,85.9,95.3,79.1,91.8,116.3,86.0
COc1cc2c(cc1OC)C(=O)/C(=C/c1cc(-c3cc(OC)c(OC)c(OC)c3)n[nH]1)C2,102.9,89.1,93.2,88.6,86.2,·,86.1,100.0
CC(C)n1cnc2c(=S)nc[nH]c21,130.8,111.7,106.2,118.2,100.5,93.7,104.2,107.8
CCCCCCCCc1ccc(S(=O)(=O)Nc2cccc(-c3csc(NC(C)=O)n3)c2)cc1,97.9,99.2,91.9,88.9,80.4,93.0,87.7,98.4
O=C1CCC(C(=O)NNc2ccc([N+](=O)[O-])cc2)N1 (stereo not drawn),103.0,110.3,96.3,101.8,91.6,77.3,95.9,97.5
CC/C(Cc1ccccc1)=C(/c1ccc(O)cc1)c1ccc(OCCN(CC)CC)cc1,103.1,98.5,39.8,86.5,53.2,98.4,90.4,84.7
COc1ccc(C(=O)/C=C/Nc2ccc(C(=O)O)cc2)cc1,104.8,122.8,87.2,96.6,98.5,97.8,97.2,99.7
Cc1cc(CSc2ccccc2C(=O)NCc2ccccc2)on1,104.8,112.9,102.9,91.5,97.1,99.8,101.8,95.4
COc1cc2cc(COc3nccc(-c4ccc(Cl)cc4)n3)c(=O)[nH]c2cc1OC,40.3,86.4,46.3,55.1,85.5,54.7,80.1,67.3
CN(C)c1nc2c([nH]1)c(=O)n(C)c(=O)n2C,109.9,102.8,106.0,107.2,·,98.7,101.1,93.2
O=P(c1ccccc1)(c1ccccc1)C(O)c1ccc(F)cc1 (stereo not drawn),100.2,98.8,99.9,109.2,95.4,93.0,100.2,112.3
COc1ccc(NC(=O)c2ccc(Nc3ncnc4c3cnn4-c3cccc(Br)c3)cc2)cc1,111.6,103.8,97.8,96.4,100.3,93.4,107.4,96.7
Brc1ccc(COc2ccc(Nc3ncnc4onc(-c5ccccc5)c34)cc2)cc1,93.0,86.1,79.8,91.8,84.7,96.2,86.5,101.0
COC(=O)c1c(C(=O)c2ccccc2)nnn1-c1cccc(C(F)(F)F)c1,95.9,97.4,56.2,·,·,80.9,79.7,52.8
COC(=O)O[C@H]1CC[C@@]2(C)C(=CC[C@H]3[C@@H]4CC[C@H]([C@H](C)CCCC(C)C)[C@@]4(C)CC[C@@H]32)C1,109.1,92.8,102.3,109.5,89.4,99.0,111.3,108.7
COc1ccc2[nH]c(=O)c(C(C)=O)c(O)c2c1,116.7,91.3,101.1,104.8,135.9,104.5,108.2,·
COC(=O)C1(C)Cc2cc(OC(C)=O)c(OC(C)=O)cc2N1 (stereo not drawn),100.2,98.8,51.7,101.3,42.6,66.0,-3.9*,88.7
C/C=C(\C)C(=O)N[C@H]1CC[C@]2(C)C3CC[C@@]4(C)C(CC[C@@H]4C(C)N(C)C)C3CCC2[C@H]1OC(C)=O (stereo partly drawn),-97.5*,-11.0*,-27.0*,-32.3*,-43.5*,-78.8*,·,-39.9*
Clc1ccc(-c2n[nH]c3c2Cc2ccccc2-3)cc1Cl,114.0,97.6,35.4,98.0,29.0,97.4,75.3,109.7
Oc1c(O)c(Br)c(Br)c(Br)c1O,100.0,107.8,97.4,100.9,95.7,93.9,112.5,109.7
CC(=O)OC1Oc2ccccc2-c2oc(=O)c(-c3cc(=O)oc4cc(O)ccc34)cc21 (stereo not drawn),110.8,61.4,85.5,86.3,-17.5*,83.8,·,59.5
O=c1cc(NNC(=S)Nc2ccccc2)c2ccccc2[nH]1,100.1,90.4,89.9,89.4,93.6,95.4,76.7,81.9
CCOC(=O)c1c(NC(=O)NCc2ccccc2)sc2c1CCCC2,100.3,86.7,91.6,90.5,78.1,95.1,99.2,87.5
N/C(=N\C(N)=N\c1nc2ccccc2s1)c1ccnc(Br)c1,57.2,41.9,16.6,51.7,54.3,33.8,96.6,19.3
CCN(CC)C(=O)c1ccc(C)cc1,112.9,·,105.6,117.0,113.5,103.7,131.2,144.0
COc1ccc(/C=C/C(=O)Nc2cccnc2Nc2ccc(F)cc2)cc1OC,104.2,97.3,92.0,83.9,92.5,97.4,98.6,94.8
O=C(NCCNc1nccc(-c2c(-c3cccc(F)c3)nc3sccn23)n1)c1ccc(Cl)cc1,64.9,75.9,27.7,65.5,49.0,43.4,67.8,74.8
C/C(=N\Nc1nc(-c2ccc(Cl)cc2)cs1)c1nnn(-c2ccc(Cl)cc2)c1C,92.9,86.9,90.6,80.6,75.6,96.7,80.4,105.7
COC(=O)c1ccc(NC(=O)c2ccc(Oc3ccc(F)cc3)cc2)cc1O,104.6,133.7,92.3,102.1,96.7,·,92.7,108.8
CCOC(=O)N1CCN(CCOc2ccc(CC(C)C)cc2)CC1,100.0,86.0,101.5,89.3,75.5,93.9,75.2,105.2
O=[N+]([O-])c1ccccc1-c1nc2ccccc2s1,107.2,94.8,95.5,81.3,98.3,103.4,107.9,106.0
CC1=NN(c2cccc(Cl)c2)C(=O)/C1=C\c1cn(C(=O)c2c(Cl)cccc2Cl)c2ccccc12,108.7,95.7,84.6,82.5,77.8,91.9,98.0,93.5
O=C(O)/C=C\C(=O)Nc1ccc(-c2ccccc2)cc1,115.0,·,103.0,107.8,94.1,97.7,·,94.7
CCC(C)C(NC(=O)C(Cc1cnc[nH]1)N(C(=O)OCc1ccccc1)C(=O)OCc1ccccc1)C(=O)OCc1ccccc1 (stereo not drawn),110.4,98.2,91.0,104.6,85.6,93.4,97.7,110.6

# Among those listed so far, these have a nitro group on carbon.
SMILES,SK-MEL-28,BT-549,MCF7,MDA-MB-231,T-47D,LOX IMVI,MDA-MB-468,HS 578T
Nc1nc(SCc2ccccc2[N+](=O)[O-])c2ncn(C3OC(CO)C(O)C3O)c2n1 (stereo not drawn),107.7,116.8,86.7,103.7,97.6,92.8,91.6,93.8
COc1cc2c(c(OC)c1OC)C(=O)CC(c1cccc(NC(=O)c3cc([N+](=O)[O-])ccc3Cl)c1)O2 (stereo not drawn),34.1,-11.0*,11.7,6.1*,23.6,·,-13.7*,15.1
O=C1CCC(C(=O)NNc2ccc([N+](=O)[O-])cc2)N1 (stereo not drawn),103.0,110.3,96.3,101.8,91.6,77.3,95.9,97.5
O=[N+]([O-])c1ccccc1-c1nc2ccccc2s1,107.2,94.8,95.5,81.3,98.3,103.4,107.9,106.0

# Other results
SMILES,SK-MEL-28,BT-549,MCF7,MDA-MB-231,T-47D,LOX IMVI,MDA-MB-468,HS 578T
CNC(=O)SC1=NS(=O)(=O)c2ccc(Cl)cc2N1,106.0[100 µM],102.2[100 µM],91.2[100 µM],89.7[100 µM],93.4[100 µM],·,96.7[100 µM],94.3[100 µM]
COC1OC(O)C(NC(=O)C(F)(F)F)CC1O (stereo not drawn),101.0,112.0,87.7,109.9,98.3,102.9,·,92.8
C/C(Cc1ccccc1)=N/NS(=O)(=O)c1ccc([N+](=O)[O-])cc1,123.4,·,103.6,116.4,99.6,95.4,102.2,104.0
CC(C)CCC[C@@H](C)[C@H]1CC[C@@]2(C)C3=C(C(=O)C[C@]12C)[C@@]1(C)CC[C@H](O)C(C)(C)[C@@H]1CC3=O,101.3,119.1,90.7,·,·,81.4,83.0,104.3
CSc1ccc(O)cc1C,110.3,102.7,101.8,93.3,95.6,96.6,99.2,108.5
C/C(C=O)=C\c1ccc2c(c1)OCO2,123.5,113.9,102.3,121.0,116.6,96.7,94.8,114.9
O=c1ccc2nc3ccccc3sc-2c1,109.8,77.6,86.4,54.0,84.1,71.5,88.0,104.6
O=C(/C=C/c1ccccc1)c1c[nH]c2ccccc2c1=O,66.4,-4.7*,10.6,-1.5*,17.3,-32.6*,-52.7*,-18.8*
O=C(O)c1ccc(-n2cc(CNc3cccc(F)c3)c(-c3ccccc3)n2)cc1,106.3,107.9,88.2,96.1,73.4,91.7,101.8,96.8
Cc1ccc(CSc2nc(-c3ccc(F)cc3)c(C#N)c(=O)[nH]2)cc1,111.1,84.2,89.2,104.3,86.5,95.6,126.2,104.9
COC(=O)[C@H](C)Nc1nc(N)nc(N2CCCCC2)c1C=O,109.2,108.8,98.6,100.5,103.7,96.9,104.4,98.1
Cn1nc(SCc2ccccc2)c(=O)n(C(c2ccccc2)c2ccccc2)c1=O,107.1,116.5,88.8,103.6,84.2,96.0,92.4,105.0
Cc1ccc(Nc2ncnc3c2cnn3-c2cccc(F)c2)cc1,104.8,97.3,99.9,95.7,·,96.4,96.9,100.0
CCCCCOC(=O)c1ccccc1O,109.9,93.4,87.6,110.1,85.8,103.8,106.8,103.4
Cc1c(Cc2ccccc2)c(=O)oc2c(C)c(OCC(=O)N/N=C/c3ccc(N(C)C)cc3)ccc12,114.4,100.7,89.3,86.4,90.3,78.9,100.4,92.6
O=C(O)CCCn1c(=O)c2sc3ccccc3c2n2nnc(-c3ccccc3)c12,93.8,71.9,83.3,91.6,79.2,95.2,92.5,101.9
CCCNC(=O)c1ccc(Cl)cc1Cl,122.4,144.5,113.6,106.5,125.8,98.2,102.5,129.4
CC/C(C)=C1\NC(=O)NC1=O,119.0,104.2,98.6,111.8,102.7,99.0,111.9,108.1
CC1=NN(C(=O)c2c(N)cnn2-c2ccccc2)C(c2ccccc2)C1 (stereo not drawn),117.0,110.0,50.1,83.7,61.8,86.3,102.7,100.3
CCCCCCCCc1ccc(O)c(Cl)c1,100.8,115.9,111.3,105.9,106.0,101.2,108.3,·
O=C(Nc1ccc(NCCN2CCOCC2)nc1)c1cccc(C(F)(F)F)c1,110.9,101.5,93.4,107.4,92.5,101.0,89.3,110.8
COc1cc2nc(NC3CCC3)nc(NC3CCN(C(C)C)CC3)c2cc1OC,38.1,72.5,29.5,-2.4*,-7.2*,42.9,16.5,66.2
COc1cc2nc(SCc3cc(OC)c(OC)c(OC)c3)n(-c3ccccc3OC)c(=O)c2cc1OC,78.9,87.5,77.0,77.5,88.6,77.3,97.9,60.8
CC(=O)c1ccc(S(=O)(=O)NCCNc2nc(N(C)C)nc(N3CCOCC3)n2)cc1,102.9,102.2,98.6,106.7,102.8,97.5,112.2,105.8
O=C1c2cccc3cccc(c23)C(=O)N1Nc1nc(Nc2cnccn2)nc(N2CCOCC2)n1,117.4,113.2,80.0,109.5,92.6,90.1,114.0,106.2
CCCCC(O)(CCCC)C(CC)CC,119.1,117.1,103.5,103.7,·,102.7,100.4,111.0

# From PubChem

# Rows were taken by chance; 12% or so of the library scored in one or more.
